# Bioassay records: PubChem BioAssay, Sanford-Burnham Center for Chemical Genomics
# mIAP block: blocks mouse intestinal alkaline phosphatase; purified mouse IAP, CDP-Star luminescence, 30 min; inhibition, % at 10 µM; AID 2806; 330,000 compounds, 0.2% hits;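 active = inhibition of at least 40% at 10 µM in the primary screen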;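 also: plate controls were DMSO with enzyme for no effect and no enzyme wells for full effect; values of inactives mirror those of a sister screen read the other way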
# mIAP act: mouse IAP activation; muIAP, CDP-Star luminescence, 30 min; active compounds read high; 1 = vehicle-only enzyme signal, 0 = enzyme-free wells; activation factor at 10 µM; 330,000 compounds, 0.24% hits;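 active = activation factor of at least 2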; also: the source names both 10 and 20 µM as test concentration; values of inactives mirror those of a sister screen read the other way
#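 System: mouse IAP enzyme. Reagent: CDP-Star chemiluminescent phosphatase substrate. Benchmarks: DMSO wells, no-enzyme wells. Times: 30 min enzyme-substrate-compound incubation at room temperature. Detection: luminescence from enzymatic CDP-Star hydrolysis. Doses: test compounds delivered from DMSO solution.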
# APOBEC3G inh: inhibitors of human APOBEC3G DNA deaminase; Q9HC16; recombinant A3G, ssDNA deamination FAM/TAMRA fluorescence; inhibition, % at 20 µM; 330,000 compounds, 0.28% hits; AID 493012;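 active = inhibition of at least 40% at 20 µM, with no more than 30% in the related APOBEC3A deaminase screen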;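 also: plate controls were DMSO wells with A3G for no effect and wells lacking A3G enzyme for full effect; some compounds called inactive have numbers as strong as hits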
# NLRP3 yeast inh: inhibitors of NALP3 inflammasome in yeast. Yeast reconstituted NLRP3/ASC/caspase-1, beta-gal luminescence, 24 h. inhibition, % at 10 µM. 330,000 compounds, 0.39% hits. AID 2825;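 active = inhibition of 50% or more; inactive = inhibition below 50%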;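 also: plate controls were induced DMSO wells for no effect and uninduced yeast grown without galactose for full effect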
# A3A deaminase: human APOBEC3A DNA deaminase inhibition. recombinant A3A, FAM/TAMRA ssDNA deamination fluorescence. inhibition, % at 20 µM. 330,000 compounds, 0.41% hits;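 active = at least 40% inhibition at 20 µM here, with at most 30% in a related deaminase screen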;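 also: plate controls were A3A with DMSO for no effect and wells lacking A3A enzyme for full effect; some results filed as inactive read as strong as hits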
# Target sequence (P31941 whole entry, looked up): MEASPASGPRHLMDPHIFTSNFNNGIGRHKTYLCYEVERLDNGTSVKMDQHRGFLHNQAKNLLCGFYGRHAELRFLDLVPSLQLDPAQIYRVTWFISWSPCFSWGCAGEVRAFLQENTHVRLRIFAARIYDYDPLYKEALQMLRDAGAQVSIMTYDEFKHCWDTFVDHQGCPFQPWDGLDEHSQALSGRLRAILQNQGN
# TIM10 inh: inhibits growth of TIM10 yeast strain; S. cerevisiae TIM10 strain growth, BacTiter-Glo luminescence, 24 h; inhibition, % at 10 µM; 330,000 compounds, 1.4% hits; AID 463195;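 active = inhibition of 40% or more at the single tested concentration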;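 also: wild-type TIM10 isogenic control strain grown at permissive 25 °C; 0% = DMSO yeast wells and 100% = minimal medium wells without yeast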
# tim10-1 inh: growth inhibitors of tim10-1 mutant yeast. S. cerevisiae tim10-1 ts strain growth, BacTiter-Glo, 24 h. inhibition, % at 20 µM. 330,000 compounds, 2.2% hits. AID 463190;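 active = inhibition of at least 40%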;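 also: mutant grown at 25 °C; 0% = DMSO wells with yeast and 100% = wells holding no yeast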
# beta cell repl: inducers of beta-cell replication in MIN6 cells | proliferation, % at 10 µM | 330,000 compounds, 0.29% hits | AID 2380 | MIN6 cells proliferation, ATPlite luminescence, 48 h; cells starved in 0.2% serum; 100% = growth in 10% serum;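 active = compounds whose signal lies at least 3.5 SD above the mean of all wells on their plate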;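 also: 0% = DMSO-treated cells in low-serum medium and 100% = 10% serum control; some compounds called inactive have numbers as strong as hits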
# hIAP inh: human IAP inhibition; P09923; purified IAP, CDP-Star luminescence, 30 min; AID 2544; inhibition, % at 10 µM; 330,000 compounds, 0.12% hits;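 active = inhibition reaching a set limit with compound at 10 µM in the primary screen, cut at about 35% in these data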;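 also: plate controls were DMSO wells with enzyme for no effect and no-enzyme buffer wells for full effect; values of inactives mirror those of a sister screen read the other way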
# Target sequence (P09923 whole entry, looked up): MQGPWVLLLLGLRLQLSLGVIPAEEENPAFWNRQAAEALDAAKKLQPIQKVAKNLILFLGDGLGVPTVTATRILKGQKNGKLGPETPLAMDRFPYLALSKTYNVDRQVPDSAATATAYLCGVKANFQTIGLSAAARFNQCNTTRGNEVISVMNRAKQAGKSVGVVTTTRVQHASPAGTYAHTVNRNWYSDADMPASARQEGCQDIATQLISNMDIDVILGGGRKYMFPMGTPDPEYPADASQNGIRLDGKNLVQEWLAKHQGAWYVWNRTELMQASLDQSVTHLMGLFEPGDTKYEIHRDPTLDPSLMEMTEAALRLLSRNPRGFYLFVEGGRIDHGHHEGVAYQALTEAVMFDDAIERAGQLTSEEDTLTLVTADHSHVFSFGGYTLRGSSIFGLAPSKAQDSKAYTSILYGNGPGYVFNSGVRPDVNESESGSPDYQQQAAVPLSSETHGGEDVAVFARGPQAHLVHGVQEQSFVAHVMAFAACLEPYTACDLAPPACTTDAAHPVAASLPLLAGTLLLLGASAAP
# Active calls of the source: *. An unsorted share of the library. Share with any hit: about 4.6%.
SMILES,mIAP block,mIAP act,APOBEC3G inh,NLRP3 yeast inh,A3A deaminase,TIM10 inh,tim10-1 inh,beta cell repl,hIAP inh
CCN1C(=O)[C@H]2[C@@H](c3ccc(Cl)cc3)N3C(=O)CN(CCOC)C(=O)[C@@]3(Cc3ccccc3)[C@H]2C1=O,-4,1,-9,-18,-5,2,1,-1,5
[N-]=[N+]=NC1CC(CO)OC1n1ccc(=O)[nH]c1=O (stereo not drawn),-8,1.1,1,16,2,-1,7,-2,0
Cc1ccc(C)c(NC(=O)Cn2c(=O)n(-c3ccc(CC(=O)NCC4CCCO4)cc3)c(=O)c3ccccc32)c1 (stereo not drawn),-4,1,-3,4,2,-13,11,1,-2
Cc1ccccc1C(=O)N1CCN(c2ccc(NC(=S)NC(=O)c3ccco3)cc2)CC1,9,0.91,1,14,-2,19,34,-2,12
N#CCOc1nc(N2CCCC2)nc(N2CCCC2)n1,0,1,-3,18,3,7,26,-2,1
CC(Oc1ccc(Br)cc1)C(=O)Nc1ccc(N2CCOCC2)cc1N1CCOCC1 (stereo not drawn),0,1,6,17,2,8,24,1,-8
CCOc1ccc(-c2nc[nH]c2[N+](=O)[O-])cc1,5,0.95,-9,2,-1,8,3,1,4
COc1ccc(C=O)cc1COc1ccc(C)cc1[N+](=O)[O-],1,0.99,-1,10,3,36,18,-1,2
Cc1ccc(NC(=O)COC(=O)c2ccc(Br)o2)cc1S(=O)(=O)N1CCCCC1,-8,1.1,-2,1,-5,5,28,0,1
COc1cccc(CNCC(O)(c2ccc(Cl)cc2)c2ccc(Cl)cc2)c1,-2,1,-5,24,-1,22,32,-6,6
CCCc1nnc(SCC(=O)N2CCCCC2)n1CCCOC,8,0.92,-6,1,-2,3,5,3,22
O=S(=O)(Nc1ccc2nc(N3CCOCC3)sc2c1)c1ccc(Cl)cc1,-10,1.1,-7,27,-6,1,4,0,-22
COc1ccccc1Nc1nc(-c2ccccc2O)nc2ccccc12,10,0.9,-1,9,2,23,5,-2,7
CCC(C)(C)NC(=O)C(c1cccs1)N(CC1CCCO1)C(=O)Cn1nnc2ccccc21 (stereo not drawn),5,0.95,-2,2,-1,-4,8,-1,-15
CCOC(=O)C1CCCN(C(=O)c2ccccc2SCCOC)C1 (stereo not drawn),-5,1.1,-5,8,-1,14,20,-3,-9
CN1Cc2cc(C(=O)c3ccccc3O)cnc2NC1=O,-5,1.1,-9,10,-5,3,-3,-1,10
Cc1ccc2cc(CCNC(=O)c3cc4ccccc4o3)c(=O)[nH]c2c1C,-8,1.1,16,10,1,58*,-1,-5,2
CC(C)(Oc1ccc(Cl)cc1)C(=O)OCC(=O)N1CCN(c2ccccc2)CC1,6,0.94,-9,24,-2,14,17,0,-2
CCCCn1nnnc1NCc1ccc(C)s1,-9,1.1,-6,6,-4,-12,31,1,-4
CC1=C(Nc2ccc(C(=O)O)cc2)C(=O)c2ccccc2C1=O,-2,1,-4,4,-4,-3,34,-5,0
O=C(/C=C/c1ccccc1)N/C(=C\c1ccco1)C(=O)O,0,1,-6,3,0,-11,15,1,-12
CC(=O)c1cc(C(=O)Nc2ccc3ccccc3c2)c(C)o1,4,0.96,-4,12,0,-4,-2,-3,4
CC(=O)C1C(c2ccc3ncccc3c2)NC(=O)NC1(O)C(F)(F)F (stereo not drawn),2,0.98,2,-4,4,2,-3,-3,8
Cc1ccc(C(=O)N2CCN(C3c4cccc5cccc(c45)C3NS(=O)(=O)c3ccccc3)CC2)cc1 (stereo not drawn),-6,1.1,-6,15,0,16,27,-5,7
C=CCNC(=O)c1ccc(-c2ccc([N+](=O)[O-])cc2)o1,16,0.84,-1,-4,-1,6,15,2,6
CCCc1cc(=O)oc2cc(OCc3nn[nH]n3)ccc12,6,0.94,-5,0,-2,8,2,3,7
C#Cc1cccc(NC(=O)c2ccc3c(c2)C(=O)N(Cc2cccnc2)C3=O)c1,-5,1.1,-3,-1,-2,13,-20,4,-20
CC1(C)CN=c2s/c(=C\c3ccc(Cl)cc3)c(=O)n2C1,8,0.92,-2,34,-1,20,41*,-5,17
O=C1C=C(c2ccccc2)OC2(CCCC2)O1,2,0.98,-1,-2,-3,-2,-1,2,8
Cc1cc(/C=C2\SC(=S)NC2=O)c(C)n1-c1ccc(O)cc1,73*,0.27,11,16,14,16,11,-6,12
O=C(CN1C(=O)NC2(CCCCCC2)C1=O)Nc1ccccc1[N+](=O)[O-],5,0.95,2,3,2,-6,-19,-3,-2
Cc1cc(C)cc(NC(=S)NC(=O)Cc2ccccc2)c1,0,1,-1,23,0,40*,44*,-4,11
Cc1cc(C)c2c(C)nn(-c3ccccc3)c2n1,-6,1.1,2,8,0,-7,23,0,2
CCOC(=O)c1c(N=CN(C)C)c2cc([N+](=O)[O-])cnc2n1C,-7,1.1,-7,12,-3,-11,-10,-2,0
COC(=O)CCC(=O)NC(=S)Nc1sc(C)c(C)c1C(N)=O,6,0.94,2,9,-7,3,18,-2,-7
COc1ccc(OC)c(NC(=O)CCCc2ccccc2)c1,-7,1.1,-7,2,-1,-1,2,-1,-22
CCCOC(=O)c1ccc(NC(=O)/C=C/c2cccs2)cc1,5,0.95,-3,30,-1,17,-6,0,7
COc1cc(OC)c(NC(=O)CC(=O)Nc2cc(Cl)c(OC)cc2OC)cc1Cl,-7,1.1,-1,9,-7,0,1,0,-25
COc1ccccc1N(CC1CO1)S(=O)(=O)c1ccccc1 (stereo not drawn),-6,1.1,-4,-6,-3,3,21,-1,-21
Cc1ccc(-c2cc(C(=O)N/N=C/C=C/c3ccccc3)n[nH]2)s1,-8,1.1,0,6,1,-1,0,-4,11
CC1CC(=O)N(CC(=O)Nc2ccc3c(c2)OCCO3)c2ccccc2S1 (stereo not drawn),0,0.99,2,9,4,-1,5,1,0
CCN1CCN(C(=S)NC(=O)c2cc(OC)c(OC)c(OC)c2)CC1,2,0.98,-9,6,-6,1,8,0,3
CCC(C)(NC(=O)Cc1c[nH]c2ccccc12)C(=O)NC1CCCCC1 (stereo not drawn),8,0.92,1,5,0,3,13,1,-3
Cc1cc([N+](=O)[O-])nn1CC(=O)NCc1cccs1,3,0.97,-8,18,-6,-5,-4,3,11
CCOC(=O)C1=C(C)NC2(O)c3ccccc3C(=O)C12O (stereo not drawn),4,0.96,-3,-11,-1,11,-3,-3,-13
COc1cc(C(=O)NCCSc2ccc(F)cc2)cc(OC)c1OC,-4,1,-5,20,-1,0,16,3,-2
CC(c1nnnn1C1CCCCC1)N(Cc1ccccc1)Cc1cccnc1 (stereo not drawn),3,0.97,-4,-2,-4,32,16,2,12
CCOC(=O)C1(Cc2ccccc2C(F)(F)F)CCN(C2CCN(C(C)C)CC2)CC1,2,0.98,-8,20,-4,0,-16,-6,12
COc1ccccc1C(=O)C1Nc2ccccc2-c2nnc(SC)nc2O1 (stereo not drawn),-2,1,-1,17,-6,8,27,-1,-17
Cc1ccccc1NC(=S)N(CCN(C)C)C(C)c1cccnc1 (stereo not drawn),13,0.87,-8,-3,-2,0,9,-2,1
N/C(=N\N=C\c1cccc([N+](=O)[O-])c1)c1nonc1N,9,0.91,-4,-1,-2,13,-2,0,4
O=C(NC(=S)Nc1cnc2ccccc2c1)c1ccccc1,15,0.85,-17,73*,-2,51*,18,-4,5
O=C(NCc1ccccc1Br)c1ccco1,0,1,-2,-8,-1,4,17,2,-9
O=C(NCCCN1CCOCC1)C1CCC(=O)N1CCc1ccccc1 (stereo not drawn),-8,1.1,-6,2,-2,-8,-17,1,-2
NC(=O)c1cccc2cc3ccccc3cc12,-3,1,2,16,-4,5,20,5,0
C[C@H]1CN([C@@H](C)CO)C(=O)c2cccc(NC(=O)c3cnccn3)c2O[C@@H]1CN(C)C(=O)Nc1ccc2c(c1)OCO2,4,0.96,-7,17,-4,-4,-9,-3,-4
CCOCCOC(=O)c1[nH]c2c(c1C)C(=O)CC(c1cccs1)C2 (stereo not drawn),4,0.96,-4,9,5,5,7,-4,7
O=C(O)c1ccc(S(=O)(=O)NC2CC2)cc1,5,0.95,-7,5,-5,4,11,-1,-1
COc1ccc(C(=O)N2CCN(CCc3ccccn3)CC2)cc1,4,0.96,0,6,0,1,1,-2,-8
COc1ccc(S(=O)(=O)N2CCN(C3CCCCCCC3)CC2)cc1,-7,1.1,3,3,0,-5,7,0,-2
CN1CCN(CC#CC2(O)CCCCC2)CC1,-3,1,-5,6,-3,12,11,1,-5
Cc1cc(=O)oc2cc(OC(C)C(=O)NC3CCCC3)ccc12 (stereo not drawn),5,0.95,-5,16,-1,-2,4,0,0

# Entries listed so far containing an aryl methoxy group, in the order listed:
SMILES,mIAP block,mIAP act,APOBEC3G inh,NLRP3 yeast inh,A3A deaminase,TIM10 inh,tim10-1 inh,beta cell repl,hIAP inh
COc1ccc(C=O)cc1COc1ccc(C)cc1[N+](=O)[O-],1,0.99,-1,10,3,36,18,-1,2
COc1cccc(CNCC(O)(c2ccc(Cl)cc2)c2ccc(Cl)cc2)c1,-2,1,-5,24,-1,22,32,-6,6
COc1ccccc1Nc1nc(-c2ccccc2O)nc2ccccc12,10,0.9,-1,9,2,23,5,-2,7
COc1ccc(OC)c(NC(=O)CCCc2ccccc2)c1,-7,1.1,-7,2,-1,-1,2,-1,-22
COc1cc(OC)c(NC(=O)CC(=O)Nc2cc(Cl)c(OC)cc2OC)cc1Cl,-7,1.1,-1,9,-7,0,1,0,-25
COc1ccccc1N(CC1CO1)S(=O)(=O)c1ccccc1 (stereo not drawn),-6,1.1,-4,-6,-3,3,21,-1,-21
CCN1CCN(C(=S)NC(=O)c2cc(OC)c(OC)c(OC)c2)CC1,2,0.98,-9,6,-6,1,8,0,3
COc1cc(C(=O)NCCSc2ccc(F)cc2)cc(OC)c1OC,-4,1,-5,20,-1,0,16,3,-2
COc1ccccc1C(=O)C1Nc2ccccc2-c2nnc(SC)nc2O1 (stereo not drawn),-2,1,-1,17,-6,8,27,-1,-17
COc1ccc(C(=O)N2CCN(CCc3ccccn3)CC2)cc1,4,0.96,0,6,0,1,1,-2,-8
COc1ccc(S(=O)(=O)N2CCN(C3CCCCCCC3)CC2)cc1,-7,1.1,3,3,0,-5,7,0,-2
